High-throughput results from PubChem BioAssay.
TNAP pNPP inh: human TNAP inhibition, p-nitrophenol detection; P05186; 21,000 tested, under 10 active; inhibition, % at 20 µM; purified TNAP, pNPP hydrolysis, absorbance 405 nm; AID 615;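 note: 0% = DMSO only wells and 100% = 1 mM levamisole wells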
Target sequence (P05186 whole entry, looked up): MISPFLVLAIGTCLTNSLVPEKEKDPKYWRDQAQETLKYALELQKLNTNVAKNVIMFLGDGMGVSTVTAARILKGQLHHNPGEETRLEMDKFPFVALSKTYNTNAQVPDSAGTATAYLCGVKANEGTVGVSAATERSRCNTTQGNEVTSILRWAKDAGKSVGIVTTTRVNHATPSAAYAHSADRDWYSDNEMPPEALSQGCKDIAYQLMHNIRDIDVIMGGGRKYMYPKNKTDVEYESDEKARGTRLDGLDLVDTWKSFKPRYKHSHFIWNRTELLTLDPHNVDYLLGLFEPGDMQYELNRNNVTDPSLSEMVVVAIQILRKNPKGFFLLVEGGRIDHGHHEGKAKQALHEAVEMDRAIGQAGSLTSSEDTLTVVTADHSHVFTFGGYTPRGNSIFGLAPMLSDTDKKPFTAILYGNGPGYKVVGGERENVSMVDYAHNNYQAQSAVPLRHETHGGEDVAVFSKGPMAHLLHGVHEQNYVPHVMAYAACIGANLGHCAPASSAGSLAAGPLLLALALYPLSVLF
TNAP inh Pi: inhibitors of human tissue-nonspecific alkaline phosphatase; P05186; purified TNAP, pNPP, malachite green phosphate absorbance; inhibition, % at 20 µM; 21,000 tested, under 10 active; AID 614
Active calls of the source: *.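 Rule for the calls: active = inhibition above 50% at the 20 µM single-dose screen; inactive = the rest.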

SMILES	TNAP pNPP inh	TNAP inh Pi
CNC(=O)ON(C(=O)NC)C1N(C)C(=S)SC1(C)C (centres undefined)	1	-19
CN=C(SCc1ccccc1)c1c(O)n(C)c(=O)n(C)c1=O	9	7
O=P(O)(O)COc1ccccc1O	3	4
C=CCn1c(O)c(C=Nc2ccc(OC)cc2C)c(=O)[nH]c1=O	0	3
COc1cccc(-n2c(C)nc3ccccc3c2=O)c1	5	9
CN1CCc2c(c(N3CCCCC3)nc3n[nH]c(N)c23)C1	-1	5
CCCC(C)(COC(N)=O)COC(=O)NC(C)C (centres undefined)	6	-5
Cc1c(N=Cc2c(O)n(Cc3ccco3)c(=O)[nH]c2=O)c(=O)n(-c2ccccc2)n1C	5	9
Cc1ccc(OCC(=O)N2CCN(CC3CC4C=CC3C4)CC2)cc1 (centres undefined)	-10	-1
CC(C)C(=O)N1CCN(CCN=Cc2c(O)n(C)c(=O)n(C)c2=O)CC1	0	0
CC(=O)C1(c2ccccc2)CCNCC1	4	10
CC(c1ccccc1)n1cncc1C(=O)N1CCCC1=O (centres undefined)	0	0
CCCCSP1(=S)NCCCO1 (centres undefined)	4	7
COc1ccc(OC)c(C(O)C(C)N)c1 (centres undefined)	-1	7
O=c1[nH]c(=O)n(C2CCCCC2)c(O)c1C1NCCc2ccccc21 (centres undefined)	-2	8
CN(C)[C@@H]1C(=O)C(C(N)=O)=C(O)[C@@]2(O)C(=O)C3=C(O)c4c(O)cccc4[C@@](C)(O)[C@H]3[C@H](O)[C@@H]12	4	3
O=P(OCC(F)(F)C(F)F)(N1CCOCC1)N1CCOCC1	4	9
CCC(=NCc1ccco1)c1c(O)n(C2CCCCC2)c(=O)[nH]c1=O	-7	1
CCC(=NCCCN(C)C)c1c(O)n(-c2ccc(OC)cc2)c(=O)[nH]c1=O	1	6
C=CCn1c(O)c(C=NCCN(C)C)c(=O)[nH]c1=O	4	1

Some of the entries above, reformatted.
Cc1c(N=Cc2c(O)n(Cc3ccco3)c(=O)[nH]c2=O)c(=O)n(-c2ccccc2)n1C
  TNAP pNPP inh: 5	TNAP inh Pi: 9
CC(c1ccccc1)n1cncc1C(=O)N1CCCC1=O (centres undefined)
  TNAP pNPP inh: 0	TNAP inh Pi: 0
CN=C(SCc1ccccc1)c1c(O)n(C)c(=O)n(C)c1=O
  TNAP pNPP inh: 9	TNAP inh Pi: 7
CCC(=NCCCN(C)C)c1c(O)n(-c2ccc(OC)cc2)c(=O)[nH]c1=O
  TNAP pNPP inh: 1	TNAP inh Pi: 6

Ordered by SMILES length (rising): some entries from above
SMILES	TNAP pNPP inh	TNAP inh Pi
C=CCn1c(O)c(C=NCCN(C)C)c(=O)[nH]c1=O	4	1
O=P(OCC(F)(F)C(F)F)(N1CCOCC1)N1CCOCC1	4	9
CN=C(SCc1ccccc1)c1c(O)n(C)c(=O)n(C)c1=O	9	7

Continued.
SMILES	TNAP pNPP inh	TNAP inh Pi
CCOC(=O)C1=C(N)Oc2cc(C)oc(=O)c2C12C(=O)N1c3c(cc(OC)cc32)C(C)=CC1(C)C (centres undefined)	7	14
CC(=NCCN1CCOCC1)c1c(O)n(C2CCCCC2)c(=O)[nH]c1=O	-5	-1
CCC12CN3CCN(CC(C3)/C1=N\O)C2	1	8
C=CCN1C(=O)C2(C(C(=O)OCC)=C(N)Oc3ccccc32)c2c1c1ccccc1oc2=O (centres undefined)	4	13
C[N+]1(C)[C@@H]2CC(OC(=O)[C@H](CO)c3ccccc3)C[C@H]1[C@@H]1O[C@@H]12 (some centres undefined)	0	0
CCCCN1C(=O)NC(=O)C2(Cc3cc(C)ccc3N(C)C2)C1=O (centres undefined)	3	8
COc1ccc(CCNCc2ccccn2)cc1OC	4	1
COc1ccc(Cn2c(O)c(C=NCCCn3ccnc3)c(=O)[nH]c2=O)cc1	7	1
CN1CCN(C(=O)OC2c3nccnc3C(=O)N2c2ccc(Cl)cn2)CC1 (centres undefined)	-1	-26
CN1C(=O)C(Cc2c[nH]c3ccccc23)C(=O)N(C)C1=O	3	2
CC1CN(O)C2CCc3nonc3C12O (centres undefined)	-1	6
CCOC(=O)C1=C(N)Oc2cc(C)oc(=O)c2C12C(=O)N1c3c(cccc32)C(C)CC1(C)C (centres undefined)	6	10
COc1ccc(OC)c([C@@H](O)[C@H](C)NC(C)(C)C)c1	0	0
COC(=O)C(C)Oc1cc(C)cc2oc(=O)c3c(c12)CCCC3 (centres undefined)	2	9
CCOC(=O)C1=C(C)OC(N)=C(C(=O)OCC)C12C(=O)Nc1ccc(Br)cc12 (centres undefined)	5	-15
CN(C)[C@@H]1C(=O)C(C(N)=O)=C(O)[C@@]2(O)C(=O)C3=C(O)c4c(O)cccc4[C@@](C)(O)[C@H]3C[C@@H]12	0	0
O=c1[nH]c(=O)n(CCC2=CCCCC2)c(O)c1C=NCCN1CCNCC1	1	10
Cn1ccnc1P(=S)(c1nccn1C)c1nccn1C	2	4
COC(=O)CSC1=NP(=S)(SCC(=O)OC)N2CCCC2=C1C#N (centres undefined)	2	1
CCN(CC)c1ccc(CC2C(=O)N(C)C(=O)N(C)C2=O)cc1	3	7
CCOC(=O)C(O)(c1ccc(NC(=O)c2ccco2)c(OC)c1)C(F)(F)F (centres undefined)	-1	-9
CCCCCP(=O)(O)c1ccccc1	2	12
CN1CCC(n2nccc2N)CC1	11	12
CN1CCN(c2ccc(C(N)=O)cc2N)CC1	2	1
Cc1ccc2c(c1)CC1(CN2C)C(=O)NC(=O)N(c2cc(C)ccc2C)C1=O (centres undefined)	4	14
OCC1(CO)COC(c2cccnc2)N1 (centres undefined)	1	5
CC1N(O)C2CCCCCC2N1O (centres undefined)	-1	1
CCCCP(=O)(O)c1ccccc1	2	12
CC(C)n1cc(C(=O)N(CC(=O)NC2CCCC2)Cc2ccccc2)cn1	8	12
CCOC(=O)c1c(C)n(Cc2ccccc2)c2ccc(OCC(O)CN3C(=O)CNC3=O)cc12 (centres undefined)	-6	-7
O=C(Cc1ccccc1)Oc1ccccc1N1C(=O)CCC1=O	1	13
CN1CCN(C(=O)Cc2nc3ccccc3[nH]2)CC1	4	8
CCOP(=O)(C#CC(C)(C)C)C(O)(c1ccccc1)C(F)(F)F (centres undefined)	3	8
Cc1cccc(NC(=O)CSc2nnc([C@@H](N)Cc3c[nH]c4ccccc34)o2)c1C	0	7
CC(=O)Nc1ccccc1OC(=O)N(C)C	2	8
CCCC1(CCC)C(=O)NC(=NCc2ccccc2)NC1=O	3	8
CN(C(=O)Oc1cccc2cccnc12)c1ccccc1	3	8
NCC1(CC(=O)O)CCCCC1	4	-4
O=C(Nc1cccnc1)c1c(O)c2c(n(Cc3ccccc3)c1=O)CCCC2	5	-13
CCCC(C)n1[nH]c(=O)c2c1NC(=O)CSC2c1ccc(OC)c(OC)c1 (centres undefined)	5	18
CC1=CC(=O)C2=C(C)CC(O)C3C(C)C(=O)OC3C12 (centres undefined)	6	10
CN(C)C(=O)Oc1ccc(OC(=O)N(C)C)cc1	0	0
CCCCn1c(O)c(C(CC)=Nc2ccc(OCC)cc2)c(=O)[nH]c1=O	2	6
N#Cc1cc2c(nc1SCC(=O)Nc1ccc(Cl)cc1)C1CCN2CC1	-1	0
Nc1ncc(P(=S)(N2CCOCC2)N2CCOCC2)s1	1	6
COc1ccc2c(c1)c(C(=O)O)c(C)n2CC(C)C	-2	-21
O=C1NCCN2CCCC12 (centres undefined)	-3	-2
O=c1[nH]c(=O)n(C2CCCCCC2)c(O)c1C=NCCCN1CCOCC1	4	1
CCCCn1c(O)c(C(C)=NCCN2CCCCC2)c(=O)[nH]c1=O	5	8
CC(=O)Nc1ccc(OC(=O)N(C)c2ccccc2)cc1	2	4
CN(C)c1ccc(CN2CC=C(c3ccc(F)cc3)CC2)cc1	4	6
Cc1ccc2c(c1)C1CN(C)CCC1N2C(=O)Cn1cnc2c1c(=O)n(C)c(=O)n2C (centres undefined)	5	9
CCN(CC)CCCC(C)N=C(c1ccccc1)c1c(O)n(C)c(=O)n(C)c1=O (centres undefined)	3	6
CCCCC1(CN2CCCC2=O)C(=O)NC(=O)NC1=O	0	-16
CCOCCN1CCC(OC(C)=O)C(C)C1 (centres undefined)	-8	-11
Cc1ccc(C)c(C2(O)CC(C)N(C)CC2C)c1 (centres undefined)	3	8
CC1(C)CC2(CCO1)NCCN1C(=O)CSC12 (centres undefined)	4	-5
CN1CCN(CC(=O)Nc2ccc(Cl)cc2C(=O)c2ccccc2)CC1	5	7
Cc1cc(OCC(=O)Nc2cc(C)nn2-c2ccccn2)c2c3c(c(=O)oc2c1)CCC3	-10	-2
C#C[C@]1(O)CC[C@H]2[C@@H]3CCC4=CC(=O)CC[C@]4(C)[C@H]3CC[C@@]21C	0	0

Additional records
SMILES	TNAP pNPP inh	TNAP inh Pi
Cc1c(C(=O)N2CCC3(CC2)OCCO3)oc2ccccc12	-2	3
COC(=O)c1ccc(CN2CCN(Cc3ccccc3)CC2)cc1	3	6
O=C(Cc1ccccc1)N1CCN(Cc2c[nH]c3ccccc23)CC1	6	11
CC(C)n1nnnc1CN1CCN(C)CC1	7	18
CCOC(=O)c1c(C)n(COCCO)c2ccc(O)cc12	3	13
O=C1NC(=O)N(C2CCCCC2)C(=O)C1C1c2ccccc2C(=O)N1Cc1ccccc1 (centres undefined)	3	4
CCCSP1(=S)NCCCO1 (centres undefined)	-2	2
CC(=NCC1CCCO1)c1c(O)n(-c2ccc(Cl)cc2)c(=O)[nH]c1=O (centres undefined)	-7	2
CN(C)C1(c2nnnn2CCOC(=O)Nc2ccc(Cl)cc2)CCCCC1	-7	-6
O=C(Cc1ccccc1)N1CCN(C2CCCC2)CC1	-4	-2
CCN(c1ccc(C(O)(C(=O)OC)C(F)(F)F)cc1)S(=O)(=O)c1ccccc1 (centres undefined)	-5	0
O=P(/C(=N/O)N1CCOCC1)(N1CCOCC1)N1CCOCC1	0	-9
CN(C)CCN=Cc1c(O)n(C2CCCCCC2)c(=O)[nH]c1=O	-1	6
COC1=CC(=O)OC(/C=C/c2ccccc2)C1 (centres undefined)	1	6
Cc1ccccc1-n1c(O)c(C=Nc2ccc3c(c2)OCO3)c(=O)[nH]c1=O	6	-19
CCC(=NCc1ccco1)c1c(O)n(-c2ccccc2)c(=O)[nH]c1=O	6	9
Cc1cccc(C)c1NC1=NCCCS1	6	10
COc1cccc(N2CCN(Cc3ccc(Cl)cc3)CC2)c1	2	5
O=P1(NC2CCCC2)COc2ccccc2OC1	6	10
CN1CCC(OC(=O)C2c3ccccc3Oc3ccccc32)CC1	0	0
CC(C)C[C@H](NC(=O)[C@@H]1CCCN1C(=O)[C@@H](N)Cc1ccc(O)cc1)C(=O)NCC(N)=O	5	8
O=c1[nH]c(=O)n(C2CCCCCC2)c(O)c1C=NCC1CCCO1 (centres undefined)	5	-20
CCCCn1c(=O)c(C(=O)NCc2ccncc2)c(O)c2ccccc21	7	16
OC(Cc1ccccc1)(c1ccccc1)C1CN2CCC1CC2 (centres undefined)	3	6
CCCCc1nc2ccccc2c(=O)n1-c1ccc(O)cc1	6	6
O=C(Cc1ccc(Br)cc1)N1CCN(Cc2ccccc2)CC1	10	13
CC1(C)C2CC=C(CN3CCOCC3)C1C2 (centres undefined)	2	-3
CC(=NCc1cccnc1)c1c(O)n(-c2ccc(C)cc2)c(=O)[nH]c1=O	2	5
Cc1nnc(SCc2nc3ccccc3c(=O)n2-c2ccccc2Cl)n1N	1	-21
O=C(CCCN1CCC2(CC1)C(=O)NCN2c1ccccc1)c1ccc(F)cc1	6	-14
CCn1c(O)c(C(=O)CC2NCCc3ccccc32)c(=O)n(CC)c1=S (centres undefined)	-1	2
CCC(C)(C)n1nnnc1C(c1cccs1)N1CC=C(c2ccc(F)cc2)CC1 (centres undefined)	0	0
O=C1NC(=O)C(C/C=C/c2ccccc2)C(=O)N1	3	6
CN1C(=O)N(C)C(=O)C2(Cc3c(nc4ccccn4c3=O)N3CCC(Cc4ccccc4)CC32)C1=O (centres undefined)	-12	-4
COc1cccc(-c2cc(C(F)(F)F)n3nc(C(=O)N4CCC5(CC4)OCCO5)cc3n2)c1	3	7
O=C1CC[C@@]2(O)[C@H]3Cc4ccc(O)c5c4[C@@]2(CCN3CC2CC2)[C@H]1O5	3	8
O=c1[nH]c(=O)n(-c2cccc(Cl)c2)c(O)c1/C=N/c1ccccn1	4	-4

An excerpt taken from the entries so far, for reference:
SMILES	TNAP pNPP inh	TNAP inh Pi
CCC(C)(C)n1nnnc1C(c1cccs1)N1CC=C(c2ccc(F)cc2)CC1 (centres undefined)	0	0
O=C1NC(=O)C(C/C=C/c2ccccc2)C(=O)N1	3	6
CN1C(=O)N(C)C(=O)C2(Cc3c(nc4ccccn4c3=O)N3CCC(Cc4ccccc4)CC32)C1=O (centres undefined)	-12	-4
COc1cccc(-c2cc(C(F)(F)F)n3nc(C(=O)N4CCC5(CC4)OCCO5)cc3n2)c1	3	7
O=C1CC[C@@]2(O)[C@H]3Cc4ccc(O)c5c4[C@@]2(CCN3CC2CC2)[C@H]1O5	3	8
O=c1[nH]c(=O)n(-c2cccc(Cl)c2)c(O)c1/C=N/c1ccccn1	4	-4

Not all compounds are listed; count on the stated rates, not on these rows.
